Screens as filed in PubChem BioAssay.
TDP1 inh = TDP1 (human) enzyme inhibition. recombinant TDP1, AlphaScreen DNA substrate cleavage. Potency, µM (highest dose often 130 µM), for the others: at the top dose activity change, negative = inhibition, usual class: inhibitors. 350,000 tested, 0.28% active. AID 485290; also: nearly all actives have a fitted effect of over 40% in size
Target sequence (Q9NUW8 whole entry, looked up): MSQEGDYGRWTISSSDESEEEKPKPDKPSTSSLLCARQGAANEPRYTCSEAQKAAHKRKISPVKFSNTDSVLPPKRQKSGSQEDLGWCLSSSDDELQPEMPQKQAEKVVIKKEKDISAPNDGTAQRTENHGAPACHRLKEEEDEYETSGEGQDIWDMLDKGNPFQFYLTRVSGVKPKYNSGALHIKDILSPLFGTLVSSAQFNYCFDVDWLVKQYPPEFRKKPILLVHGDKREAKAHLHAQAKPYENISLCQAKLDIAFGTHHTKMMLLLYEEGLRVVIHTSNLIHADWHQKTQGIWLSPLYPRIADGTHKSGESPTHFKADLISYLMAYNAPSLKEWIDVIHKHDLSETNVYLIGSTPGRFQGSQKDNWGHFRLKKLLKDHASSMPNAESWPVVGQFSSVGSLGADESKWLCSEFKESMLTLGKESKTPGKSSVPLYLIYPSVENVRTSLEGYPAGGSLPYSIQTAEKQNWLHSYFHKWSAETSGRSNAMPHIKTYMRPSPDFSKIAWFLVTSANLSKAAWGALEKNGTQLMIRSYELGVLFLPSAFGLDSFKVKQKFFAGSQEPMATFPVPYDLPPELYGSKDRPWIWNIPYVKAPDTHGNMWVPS
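Compounds were preincubated with Tdp1 (1 nM final) for 15 min at room temperature before substrate (15 nM final) started a 5 min reaction; beads (10 ug/ml final) were then added for 10 min before AlphaScreen detection.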
N370S GC = inhibitors or activators of N370S glucocerebrosidase for Gaucher disease; P04062; N370S GC spleen homogenate, 4MU-glucoside fluorescence; Potency, µM (series often up to 59.4 µM), for the others: top-dose activity change, negative = inhibition, actives largely listed as inhibitors; 330,000 tested, 0.092% active; AID 2101;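 also: 0% = full enzyme activity and -100% = no enzyme basal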
FEN1 inh = blocks human flap endonuclease 1; P39748; Recombinant FEN1 flap cleavage, fluorescence, 15 min; Potency, µM (top dose mostly 114 µM), without a hit: at the highest dose activity change, negative = inhibition, usual class: inhibitors; 390,000 tested, 0.35% active; AID 588795; also: nearly all actives have a fitted effect of over 65% in size
Target sequence (P39748 whole entry, looked up): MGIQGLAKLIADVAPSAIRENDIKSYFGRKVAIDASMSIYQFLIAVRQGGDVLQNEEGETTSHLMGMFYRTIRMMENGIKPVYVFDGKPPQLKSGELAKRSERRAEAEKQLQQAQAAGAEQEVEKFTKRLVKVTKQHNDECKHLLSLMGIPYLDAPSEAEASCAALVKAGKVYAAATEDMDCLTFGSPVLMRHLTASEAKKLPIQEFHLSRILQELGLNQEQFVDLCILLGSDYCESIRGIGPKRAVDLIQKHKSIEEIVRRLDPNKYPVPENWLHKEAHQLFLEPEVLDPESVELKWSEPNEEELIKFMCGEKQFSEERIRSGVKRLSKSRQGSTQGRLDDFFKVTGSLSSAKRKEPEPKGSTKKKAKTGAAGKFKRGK
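Compounds are tested as a concentration series against 10 nM FEN1; after a 15 min room-temperature preincubation, 50 nM substrate starts cleavage, with plate reads at 0 and 15 min. Normalized responses are fitted by a Hill equation.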
An asterisk follows results filed as active; ? = inconclusive; . = no result given; & = joins results of further samples; [ ] = dose if it differs, or a comment. Calls follow the shape of the dose curve; as a rule, active = well fitted curve in the direction sought with a large enough effect; inconclusive = small, poorly fitted or top-dose-only effect, or another doubt; inactive = no such curve, though single readings can be large; an effect the other way counts as inactive or inconclusive. Unless noted, % is scaled to controls: 0 for no effect and ±100 for the full control effect; potency is read from the fitted curve at half-maximal effect.

SMILES	TDP1 inh	N370S GC	FEN1 inh
CCOC(=O)c1[nH]c(C)c(CCC(=O)Nc2ccc(N(CC)CC)cc2C)c1C	-8%	.	1%
COc1ccc(/C=N/NC(=S)NCC2CCCO2)cc1 (stereo not given)	.	2%	6%
Nc1cnc(Nc2ccc(Br)cc2)nc1N	10%	?	11%
NS(=O)(=O)c1nn2cc(-c3ccccc3)nc2s1	11%	-11%	.
Cc1ccc(C(=O)/C=C/Nc2ccccc2C(N)=O)cc1	1%	6%	2%
O=C(Oc1cccc(-n2cnnn2)c1)c1ccco1	6%[56.1 µM]	?	1%
CN(C)CCOc1ccc(-c2c(-c3ccccc3)sc3ccccc23)cc1	13%	.	-6%
CCC/C=C(\CCC)C(NS(=O)(=O)c1cccc2cccnc12)c1ccc(-c2ccccc2)cc1 (stereo not given)	1%	13%	.
COc1ccc(NC(=O)Cn2ncn3c(cc4ccccc43)c2=O)c(OC)c1OC	2%	1%	-12%
COc1ccc(CN(CC(=O)NCC2CCCO2)C(=O)CNS(=O)(=O)c2ccccc2)cc1 (stereo not given)	2%[0.0935 µM]	-5%	14%
O=C1CCC/C=C\C[C@@H](CC(=O)N(CCO)Cc2ccccc2)C(=O)N2CCC[C@H]2CO1	1%	.	16%
O=C(/C=C/c1ccc(Cl)cc1Cl)NCCSCc1ccccc1	-4%	-6%	-8%
CCOC(=O)CNC(=O)CSc1nc2cccnc2n1C	2%	-11%	-1%
COc1cc2cc(C)c(SCC(=O)N3CCN(C(=O)c4ccco4)CC3)nc2cc1OC	.	-16%	-11%
CCCc1nc2ccc(NC(=O)c3cccs3)cc2c(=O)n1Cc1ccccc1Cl	0%	10%	12%
O=C(COC(=O)c1ccc2c(c1)S(=O)(=O)N=C1CCCCCN12)NCc1cccs1	0%	8%	-2%
COc1cccc(CN2CCC(C(=O)Nc3ccc(-c4cccc(C)c4)cc3)CC2)c1O	.	?	9%
Cc1cnc(CNC(=O)CC2C(=O)NCCN2Cc2ccccc2F)cn1 (stereo not given)	12%	-2%	6%
CC(=O)c1ccc(NC(=O)c2cc(C)nc3c2c(C)nn3-c2ccc(C)cc2)cc1	0%	.	20%
Cc1ccc(SCc2cc(=O)[nH]c(N3CCOCC3)n2)cc1	4%	2%	-3%
Cc1cc(C)c(C)c(S(=O)(=O)N2CCC(C(=O)N3CC(C)CC(C)C3)CC2)c1C (stereo not given)	-8%[0.505 µM]	-12%	-3%
Cc1ccc(N2CCN(c3nc4c(S(=O)(=O)c5ccc(C)c(C)c5)nnn4c4ccccc34)CC2)c(C)c1	-1%	.	-1%
COc1ccc(C)cc1NC(=O)CSc1nc(SC)ns1	4%	5%	9%
COc1cccc(-c2nc(N3CCN(Cc4ccccc4)CC3)c3ccccc3n2)c1O	6%	?	-6%
C=C1SC(Nc2c(C)cc(C)cc2C)=NC12CCCCC2	3%	6%	-25%
O=C(CSc1nnc2n1CCCN2)c1ccc(Cl)cc1	8%	6%	5%
COc1ccc(NC(=O)c2ccc(-n3cncn3)c([N+](=O)[O-])c2)cc1OC	1%[0.505 µM]	-2%	-9%
COc1ccc2nc(SCC(=O)Nc3c(C)cc(C)cc3C)[nH]c2c1	4%	.	-2%
CC(=O)Nc1sc(C)c(C)c1C(=O)OCC(=O)N(Cc1ccccc1)C(C)C	2%	.	-2%
O=C(NNC(=S)NCc1ccco1)C(c1ccccc1)c1ccccc1	8%	-11%	7%
COc1cccc(S(=O)(=O)Nc2ccc(C(=O)N3CCOCC3)cc2)c1	9%	-1%	4%
Cc1onc(-c2c(Cl)cccc2Cl)c1C(=O)N/N=C(\N)COc1ccc(Cl)cc1	-1%	-12%	4%
CC(=O)Nc1cccc(NC(=O)c2ccccc2OCc2ccccc2)c1	-6%	-3%	0%
O=C(N/N=C/c1cccc(OCc2ccccc2)c1)c1ccc(Br)cc1	3%	12%	4%
COc1cc(NC(=O)[C@@H]2CCCN(S(=O)(=O)c3cccc4cccnc34)C2)cc(OC)c1OC	-2%	-7%	40%[activator]
CC1CCN(C(=O)COc2cccc3c2CCN(C)C3=O)CC1	1%	-1%	-3%
COc1ccc(C2=Nn3c(nnc3-c3ccc(OC)c(OC)c3)SC2)c(OC)c1	18%	10%	.
Cc1cc(C)c(C#N)c(SCC(=O)Nc2ccccc2C(N)=O)n1	2%	0%	-12%
O=C(Nc1nc2ccsc2c(=O)s1)c1ccc(Cl)cc1	.	7%	17%
c1ccc2c(-c3ccc(OCCN4CCCCC4)cc3)c(-c3ccsc3)sc2c1	8%	.	11%

Shown bar-delimited: part of the list above
Compound | TDP1 inh | N370S GC | FEN1 inh
COc1ccc2nc(SCC(=O)Nc3c(C)cc(C)cc3C)[nH]c2c1 | 4% | . | -2%
CC(=O)Nc1sc(C)c(C)c1C(=O)OCC(=O)N(Cc1ccccc1)C(C)C | 2% | . | -2%
O=C(NNC(=S)NCc1ccco1)C(c1ccccc1)c1ccccc1 | 8% | -11% | 7%
COc1cccc(S(=O)(=O)Nc2ccc(C(=O)N3CCOCC3)cc2)c1 | 9% | -1% | 4%
Cc1onc(-c2c(Cl)cccc2Cl)c1C(=O)N/N=C(\N)COc1ccc(Cl)cc1 | -1% | -12% | 4%
CC(=O)Nc1cccc(NC(=O)c2ccccc2OCc2ccccc2)c1 | -6% | -3% | 0%
O=C(N/N=C/c1cccc(OCc2ccccc2)c1)c1ccc(Br)cc1 | 3% | 12% | 4%
COc1cc(NC(=O)[C@@H]2CCCN(S(=O)(=O)c3cccc4cccnc34)C2)cc(OC)c1OC | -2% | -7% | 40%[activator]
CC1CCN(C(=O)COc2cccc3c2CCN(C)C3=O)CC1 | 1% | -1% | -3%
COc1ccc(C2=Nn3c(nnc3-c3ccc(OC)c(OC)c3)SC2)c(OC)c1 | 18% | 10% | .
Cc1cc(C)c(C#N)c(SCC(=O)Nc2ccccc2C(N)=O)n1 | 2% | 0% | -12%
O=C(Nc1nc2ccsc2c(=O)s1)c1ccc(Cl)cc1 | . | 7% | 17%
c1ccc2c(-c3ccc(OCCN4CCCCC4)cc3)c(-c3ccsc3)sc2c1 | 8% | . | 11%

(list continues)
SMILES	TDP1 inh	N370S GC	FEN1 inh
COc1ccccc1C(=O)OCC(=O)NC1CCCC1	.	0%	7%
O=C1NC(=NCc2ccccc2)S/C1=C\c1ccccc1	-8%	1%	0%
CC(C)(C)C(=O)OCc1cc(=O)n2nc(C3CCCCC3)sc2n1	3%	.	5%
Cc1ccccc1OCC(=O)N/N=C/c1ccncc1	5%	11%	-7%
O=S(=O)(Nc1ncccn1)c1ccc(NC(=S)NCc2ccco2)cc1	-5%	5%	-11%
CN(C(=S)NC(=O)Cc1ccccc1)c1ccccc1	-5%	6%	5%
Cc1cccc(NC(=S)NC2CC3CCC(C2)N3Cc2ccco2)c1C (stereo not given)	3%	25%	0%
COc1ccccc1NC(=O)CSc1nc2ncccc2[nH]1	1%	3%	8%
O=C(O)c1cccc(Cn2c(Cl)c(/C=N/NC(=O)c3ccccc3Cl)sc2=O)c1	2%	?	-2%
Clc1ccc2nc(-c3ccccc3)[nH]c2c1	5%	-13%	.
CC(=O)c1sc(NC(=O)CS(=O)(=O)c2ccccc2)nc1-c1ccccc1	2%	-5%	4%
O=C(c1c(F)cccc1F)N1CCCc2ccccc21	.	0%	-2%
Cc1cccc(-c2nc(SCC(=O)N(C)c3ccccc3)c3c(=O)n(C)c(=O)n(C)c3n2)c1	3%	.	17%
N#Cc1ccccc1OCCOCCNC1CCCC1	-4%	0%	-2%
Cc1cccc(NC(=O)C2CCN(c3nc(C)cc(C)n3)CC2)c1	2%	-4%	10%
CCNc1nc(OC)nc(Oc2ccc(=O)[nH]n2)n1	2%	.	-1%
CCOc1ccccc1NC(=O)NCc1ccccc1	-5%	2%	-10%
COc1cccc(C(=O)NNC2=CC(=O)CC(C)(C)C2)c1	6%	-5%	9%
COC(=O)[C@]1(Cc2ccccc2)N[C@H](CN(C)C(=O)C2CCCCC2)[C@@H]2C(=O)N(Cc3ccccc3)C(=O)[C@@H]21	1%	.	3%
CCCOc1ccc2oc(=O)c3c(c2c1)CCCN3C(=O)CN1CCN(C(=O)c2ccco2)CC1	4%	1%	.
O=C(CCSc1nnc(-c2ccccc2)o1)N1CCOCC1	3%	0%	-5%
COc1ccccc1NC(=O)CN1C(=O)C2(OCCCO2)c2ccccc21	4%	9%	5%
CCOc1ccc(NC(=O)N2CCC(n3nnc4cc(C)ccc43)CC2)cc1	1%	-5%	2%
Cc1cc(NC(=O)CS(=O)(=O)c2ccc(F)cc2)no1	.	-4%	3%
COc1cccc(C(=O)NC2CC3CCCC(C2)N3CC(=O)Nc2ccccc2C(F)(F)F)c1 (stereo not given)	.	-1%	-3%
C[C@H](CO)N1C[C@H](C)[C@@H](CN(C)Cc2ccncc2)Oc2c(cccc2N(C)C)C1=O	1%	.	-10%
COc1ccc(Cl)cc1N(C)C(=O)Cn1cnc2sc(C)c(S(=O)(=O)N3CCN(c4ncccn4)CC3)c2c1=O	7%	.	-10%
CCn1c(SCC(=O)N2CCCC(C)C2)nnc1-c1ccc(S(=O)(=O)N2CCN(C)CC2)cc1 (stereo not given)	5%	-3%	-2%
N#C/C(=C/c1ccc(N2CCCCC2)o1)c1cccc(F)c1	8%	-17%	6%
COC(=O)c1[nH]c(C)c(/C(O)=C2\C(=O)C(=O)N(CCCN3CCOCC3)C2c2ccccn2)c1C (stereo not given)	3%	-13%	-5%
Cc1cc(NC2CCCCC2)nc(N2CCOCC2)n1	3%	3%	4%
CC(=O)Nc1cccc(NC(=O)c2cccc(S(=O)(=O)N3CCN(Cc4ccccc4)CC3)c2)c1	-14%[0.505 µM]	?	-8%
CC(=O)Nc1ccc(S(=O)(=O)N2CCCC(C(=O)N3CCN(c4ccccc4)CC3)C2)cc1 (stereo not given)	6%	-7%	-4%
CC(C)Oc1ccc(C(=O)NCCc2csc(-c3cccc(F)c3)n2)cc1	-2%	.	-22%
CC(=O)c1c(C)[nH]c(C(=O)COC(=O)Cc2ccccc2F)c1C	1%	.	13%
Cc1ccccc1C(=O)Nc1ccc(C(=O)N/N=C/c2ccncc2)cc1	6%	-10%	0%
Cc1ccc(S(=O)(=O)N2CCN(C3CC(=O)N(c4ccc(F)cc4)C3=O)CC2)cc1C (stereo not given)	1%	.	-7%
COc1ccc(CSc2nnc(Cc3sc(-c4ccccc4)nc3-c3ccccc3)o2)cc1	-1%	13%	-6%
O=C(N/N=C/c1ccccc1OC(=O)N1CCOCC1)c1cccs1	2%	4%	-2%
COc1ccc(CN(C)C(=O)c2ccc(NS(=O)(=O)c3ccc4[nH]c(=O)[nH]c4c3)cc2)c(OC)c1	4%	-26%	1%
COc1cc(C(=O)COC(=O)c2ccncc2)cc(OC)c1OC	4%	.	-15%
COc1ccc(NC(=O)CSc2nnc(C3CCCCC3)n2-c2ccccc2)cc1	7%	3%	-14%
COc1ccc(C(CNC(=O)CSc2ccccc2C)N(C)C)cc1 (stereo not given)	1%	-22%	-3%
O=C(Oc1cccc(Nc2ncnc3ccccc23)c1)c1cccnc1	-3%	7%	-4%
CCOC(=O)N1CCN(Cc2nc(N)nc(Nc3ccc(C)cc3C)n2)CC1	3%	-15%	4%
N#Cc1c(-c2ccc(Cl)cc2)cc(-c2cccs2)nc1SCC(=O)O	.	-7%	-19%
C=CCOc1ccc2ccccc2c1CNCCCN1CCOCC1	4%	?	-13%
Cc1occc1-c1nnc(SCC(=O)NC(C)(C)C)n1C(C)c1ccccc1 (stereo not given)	5%	4%	-9%
COc1ccc(NC(=O)CSc2nccn2C)c([N+](=O)[O-])c1	1%	-14%	2%
COc1ccccc1-c1nn2c(-c3ccccc3Cl)nnc2s1	-5%	11%	.
CCOc1ccc(C(=O)CCC(=O)NNC(=O)c2ccccc2O)cc1	4%	-15%	14%
CCN(CC)C(=O)C1CCCc2c1[nH]c1ccc(Cl)cc21 (stereo not given)	-5%	-11%	15%
S=c1[nH]nc(-c2ccc3c(c2)OCO3)n1-c1ccccc1	-1%	1%	7%
O=c1[nH]c(-c2ccccn2)nc2ccccc12	6%	-12%	-2%
CCc1ccc(CCC(=O)Nc2ccc(C(=O)O)cc2)o1	-4%	-6%	-11%
COc1ccccc1OCC(=O)Nc1ccc(S(=O)(=O)N2CCOCC2)cc1	.	-1%	3%
CC1CCN(c2nc3c(S(=O)(=O)c4ccccc4)nnn3c3ccsc23)CC1	0%	.	17%
CCOc1ccc(NC(=O)CCCOc2cc(=O)n(C)c3ccccc23)cc1	-1%&-2%	6%	-11%&-13%
COc1ccc(NC(=O)c2cccc(Oc3ccc([N+](=O)[O-])cc3Cl)c2)cc1	3%	4%	13%
Cc1ccc(-n2c(=O)cc(N3CC(C)OC(C)C3)[nH]c2=O)cc1 (stereo not given)	1%	7%	21%
COCCn1c(SC(C)C(=O)Nc2ccc3c(c2)OCCO3)nc2ccccc2c1=O (stereo not given)	2%	23%	-8%
COc1ccc(NC(=O)N2c3ccccc3CC2C)cc1OC (stereo not given)	2%	-1%	11%
CC(C)(C)NC(=O)CN1C(=O)/C(=C/c2ccccc2)SC1=S	1%	-28%	1%

Random draw from the library (roughly 0.53% active in at least one column).
